BoNT A protease – BoNT/A light chain protease inhibitors, primary screen, biochemical, flow cytometry, MLPCN library; Botulinum neurotoxin type A light chain protease (Clostridium botulinum A str. ATCC 3502); multiplex microsphere protease substrate cleavage; inhibition, % at 10 µM; 360,000 compounds, 0.17% hits; AID 588499, 2011; further: plate controls were buffer without enzyme for full effect and enzyme alone for no effect
BoNT F protease – BoNT/F light chain protease inhibitors, primary screen, biochemical, flow cytometry, MLPCN library. 360,000 compounds, 0.22% hits. AID 588497, 2011. Botulinum neurotoxin type F light chain protease (Clostridium botulinum). Multiplex microsphere protease cleavage assay. inhibition, % at 10 µM; in the data active means inhibition above about 35%, passing the limit was not always enough; inconclusive means no clear call, values can overlap the other calls; further: plate controls were buffer without enzyme for full effect and enzyme alone for no effect
Mtb UGM inh – M. tuberculosis UGM enzyme inhibitors, primary screen, biochemical, fluorescence polarization, single point | UDP-galactopyranose mutase (Mycobacterium tuberculosis (strain ATCC 25618 / H37Rv)), … | purified UGM, fluorescence polarization probe displacement | inhibition, % at 10 µM | 320,000 compounds, 0.06% hits | AID 504406, 2011; in the data active means inhibition above about 10%, passing the limit was not always enough; inconclusive means no clear call, values can overlap the other calls
Target sequence (P9WIQ1 whole entry, looked up): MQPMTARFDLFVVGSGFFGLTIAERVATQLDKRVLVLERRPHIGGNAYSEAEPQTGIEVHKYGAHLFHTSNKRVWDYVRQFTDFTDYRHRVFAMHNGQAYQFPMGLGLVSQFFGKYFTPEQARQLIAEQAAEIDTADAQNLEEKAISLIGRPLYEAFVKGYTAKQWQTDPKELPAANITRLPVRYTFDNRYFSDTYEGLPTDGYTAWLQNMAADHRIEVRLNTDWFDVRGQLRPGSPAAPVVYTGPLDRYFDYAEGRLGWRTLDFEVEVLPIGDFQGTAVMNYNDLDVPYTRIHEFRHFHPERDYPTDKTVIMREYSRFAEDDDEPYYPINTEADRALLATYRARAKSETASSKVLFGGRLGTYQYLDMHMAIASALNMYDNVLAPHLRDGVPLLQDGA
FBA Mtb inh – Mtb FBA enzyme inhibitors, primary screen, biochemical, fluorescence, strain H37Rv. Fructose-bisphosphate aldolase (Mycobacterium tuberculosis (strain ATCC 25618 / H37Rv)), …. purified M. tuberculosis FBA, fluorescence read-out. inhibition, % at 1 µM. 360,000 compounds, 2.3% hits; in the data active means inhibition above about 27%;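 further: 0% = vehicle and 100% = reference inhibitor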
Target sequence (P9WQA3 whole entry, looked up): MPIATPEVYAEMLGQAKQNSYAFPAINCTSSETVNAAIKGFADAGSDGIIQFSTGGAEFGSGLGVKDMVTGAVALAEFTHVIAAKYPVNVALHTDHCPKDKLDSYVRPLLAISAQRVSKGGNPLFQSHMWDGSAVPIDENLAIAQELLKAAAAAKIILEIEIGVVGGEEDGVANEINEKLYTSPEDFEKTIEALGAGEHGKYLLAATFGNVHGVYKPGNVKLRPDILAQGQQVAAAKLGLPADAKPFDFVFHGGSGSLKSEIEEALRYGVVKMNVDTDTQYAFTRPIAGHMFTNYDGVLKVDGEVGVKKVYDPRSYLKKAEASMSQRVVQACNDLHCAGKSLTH
Anthrax LF prot – Bacillus anthracis LF protease inhibitors, primary screen, biochemical, multiplex microsphere, MLPCN library; Lethal factor (Bacillus anthracis), P15917; multiplex microsphere protease cleavage assay; inhibition, % at 10 µM; 360,000 compounds, 0.12% hits; AID 588501, 2011; further: plate controls were buffer without enzyme for full effect and enzyme alone for no effect
BioA inh – M. tuberculosis BioA enzyme inhibitors, primary screen, biochemical, plate reader, single point, HTS; 7,8-diaminopelargonic acid synthase BioA (Mycobacterium tuberculosis); purified M. tuberculosis BioA enzyme; inhibition, % at 9.99 µM; 360,000 compounds, 0.096% hits; AID 602481, 2012; in the data active means inhibition above about 40%; inconclusive means no clear call, values can overlap the other calls
FadD28 binding – inhibitors of FadD28 bisubstrate probe binding, primary screen, biochemical, fluorescence polarization, single point | inhibition, % at 12.5 µM | 360,000 compounds, 0.22% hits; in the data active means inhibition above about 8.5%, passing the limit was not always enough; inconclusive means no clear call, values can overlap the other calls
GDH-TPI counter – GDH-TPI coupling enzyme inhibitors, primary screen, artefact control for M. tuberculosis FBA inhibitor project, biochemical, absorbance, full deck; 360,000 compounds, 1.2% hits; GDH-TPI coupled enzyme counterscreen, NADH absorbance; inhibition, % at 4.8 µM; in the data active means inhibition above about 30%;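 further: 0% = DMSO wells and 100% = wells lacking the enzyme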
PfHsp40 yeast – rescue of yeast from PfHsp40 toxicity, primary screen, S. cerevisiae, ATP luminescence; AID 504582, 2011; S. cerevisiae expressing PfHsp40, growth rescue; 340,000 compounds, 0.68% hits; growth rescue, % at 12.5 µM; in the data active means growth rescue above about 28%, passing the limit was not always enough; inconclusive means no clear call, values can overlap the other calls;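 further: yeast W303a lacking pdr1 and pdr3 grown in galactose medium; growth measured after three days at 30 °C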
Active calls of the source: *; ? = inconclusive; . = no result given. Unless noted, no stated cut-off is given here; in the data, active means inhibition above about 30%; inconclusive means no clear call, values can overlap the other calls; inactive means below that.

SMILES | BoNT A protease | BoNT F protease | Mtb UGM inh | FBA Mtb inh | Anthrax LF prot | BioA inh | FadD28 binding | GDH-TPI counter | PfHsp40 yeast
CNc1cncc(-c2ccoc2)n1 | -0.4 | -3 | . | 177* | -8 | -2.3 | -2.1 | 6 | .
COc1ccc(OC)c(S(=O)(=O)NC(=O)C2(C)CCN2C(=O)CC2CCCC2)c1 (configuration not stated) | -0.5 | 2 | . | 3 | 1 | -0.6 | 1.0 | 13 | .
CCCn1c(CCc2ccccc2)nnc1SCC(=O)N1CCCC1 | 0.2 | -10 | 1.9 | 2 | -2 | 0.0 | -4.8 | 11 | 0.1
COc1cc2ccc(C(=O)O)cc2cc1OC | -0.1 | 2 | . | 5 | 2 | -8.0 | -1.6 | 16 | .
Nc1ccc(C(=O)OCC(=O)N2c3ccccc3Sc3ccccc32)cc1[N+](=O)[O-] | -0.4 | -2 | 1.9 | -5 | 2 | -1.3 | -0.3 | 6 | 2.8
COCc1cc(CN2CCCC2)c(O)c2ncccc12 | -3.2 | -48 | -2.3 | -2 | -5 | 0.6 | -0.6 | 14 | ?
Cc1cc(Oc2ccccc2)nc(NCc2ccccc2)n1 | -0.3 | -15 | 0.6 | 0 | -3 | -1.5 | -1.1 | 1 | 0.1
CCOC(=O)c1ccc(NC(=O)CN(c2ccc(C)cc2)S(=O)(=O)c2c(C)n[nH]c2C)cc1 | -0.3 | -8 | 1.5 | -1 | -1 | -0.6 | -7.3 | 17 | -0.2
O=C(Nc1nc(-c2ccc(S(=O)(=O)N3CCCCCC3)cc2)cs1)c1cccs1 | -1.3 | -21 | -1.6 | -4 | 0 | . | -0.8 | 17 | -0.4
c1ccc(C2(CNc3ccccn3)CCCC2)cc1 | 0.8 | 2 | -1.8 | 4 | 2 | . | -1.7 | 11 | -1.3
O=C(Nc1ccccc1)N(Cc1ccccc1)CC(O)C(F)(F)F (configuration not stated) | 1.1 | 14 | 0.0 | 5 | 1 | 0.3 | -1.9 | -12 | 0.5
CC(=O)NCCn1c(SCC(=O)NCC2CCCO2)nc2ccccc2c1=O (configuration not stated) | -1.4 | -4 | -0.3 | 2 | -2 | -0.1 | 1.3 | 13 | -0.6
CCOC(=O)c1sc(N(Cc2ccccc2)C(=O)CSc2nnc(C3CC3)n2N)nc1C | 1.2 | -6 | -0.2 | 5 | -2 | -1.1 | -1.8 | 7 | 1.4
CCN(CC)CCNc1nc(-c2cccs2)c(CC(=O)O)s1 | 6.6 | -62 | 1.1 | -1 | -17 | . | -0.2 | 12 | 0.3
COc1cc(/C=N/N2C(=O)c3ccccc3NC2(C)c2cccc([N+](=O)[O-])c2)cc(Br)c1O (configuration not stated) | 0.4 | -7 | 0.5 | 0 | 0 | -2.3 | 1.4 | 22 | -0.1
Cc1ccc(S(=O)(=O)NCC(=O)OCC(=O)Nc2ncc(Cl)cc2Cl)cc1 | -0.2 | -1 | 0.6 | 1 | 1 | 0.4 | -1.6 | 9 | 0.6
Cc1ccc(OCC(=O)NNC(=O)C2CCN(c3nccc(C)n3)CC2)cc1 | -0.1 | 1 | -1.5 | 10 | -3 | . | -2.4 | 12 | -2.0
Cc1nn(Cc2c(F)c(F)c(F)c(F)c2F)c(C)c1NC(=O)c1ccc(COc2ccccc2Cl)cc1 | -0.6 | 2 | . | 0 | -4 | -0.3 | 0.5 | 4 | 3.1
CC(CNC(=O)COC(=O)c1cccnc1Cl)c1ccccc1 (configuration not stated) | 0.0 | -4 | . | 3 | -1 | 1.0 | -0.9 | -2 | -0.3
Cc1noc(NS(=O)(=O)c2ccc(NC(=O)/C=C/c3ccc(Cl)cc3Cl)cc2)c1C | -0.3 | -4 | . | -1 | -1 | -1.5 | -4.7 | 12 | .
CSc1nnc(-c2cc(-c3ccc(C)cc3)nc3ccccc23)o1 | 0.9 | 0 | -1.6 | 1 | -3 | -0.1 | -3.3 | -5 | 1.2
Cc1ccc2nc(SCC(=O)NC3CCCCC3)nc(=O)n2c1 | . | . | -0.1 | 8 | . | 3.2 | -4.2 | 24 | 0.2
COc1ccc(S(=O)(=O)N2CCN(c3ccccc3OC)CC2)cc1C(=O)N1CCCCC1 | 1.1 | -11 | 0.7 | -1 | -9 | -0.3 | -0.6 | -2 | 0.4
O=C(c1ccccc1)N1CCN(C(=O)c2ccc3c(c2)OCO3)CC1 | -1.4 | -16 | -3.1 | 1 | -2 | 0.0 | -1.4 | -4 | 2.1
CC(C)c1ccc(S(=O)(=O)c2nnn3c2nc(NCC2CCCO2)c2ccccc23)cc1 (configuration not stated) | -0.4 | 4 | -3.3 | 4 | -1 | -1.6 | -5.3 | 4 | 2.1
O=C(Nc1ccc(OC(F)F)c(Cl)c1)Nc1ccc2c(c1)OCO2 | -0.9 | -1 | -0.4 | 2 | -3 | . | -3.2 | 9 | -1.1
Cc1cc(N2CCN(C(=O)/C=C/C(=O)O)CC2)c2ccccc2n1 | -4.9 | 1 | -2.1 | 0 | 7 | . | -1.2 | 22 | 0.2
COCCCNC(=S)Nc1ccc(S(=O)(=O)Nc2cc(OC)nc(OC)n2)cc1 | 0.1 | 9 | 3.0 | 4 | -3 | -0.6 | -1.6 | 2 | -0.4
O=C(CCC(=O)OCC(=O)c1ccccc1)Nc1cccc2cccnc12 | -0.8 | -11 | 2.5 | 1 | -3 | -1.5 | -1.6 | 11 | -1.5
O=C(NCc1cccc(Cl)c1)c1ccc2nc(N3CCOCC3)sc2c1 | -0.3 | -4 | -0.1 | 0 | -4 | 0.8 | -5.1 | 3 | -0.6
CC1=C(C(=O)OCC(C)C)C(c2cccc(F)c2)N2C(=O)C(C)SC2=N1 (configuration not stated) | -0.3 | 6 | 4.0 | 4 | 0 | 0.5 | -0.7 | 2 | 1.4
Cc1c(NC(=O)CCC2CCCCC2)c(=O)n(-c2ccccc2)n1C | 0.0 | 0 | 2.5 | 1 | 0 | -2.2 | -2.0 | -4 | 1.4
Oc1c(/C=N/Nc2cccc3cccnc23)ccc2ccccc12 | 1.1 | -1 | 0.1 | -2 | 0 | -1.0 | -1.3 | 19 | -0.3
CC(=O)c1ccccc1NS(=O)(=O)c1ccccc1Cl | 0.0 | -1 | 2.1 | 0 | -1 | . | -2.8 | 1 | 1.3
COc1ccc(C(C)(C)C)cc1NC(=O)COC(=O)c1nc2nccc(C)n2n1 | 1.5 | 1 | 0.6 | 3 | -3 | -1.6 | . | 1 | 1.0
CC1CC(C)CN(c2nc3c(c(=O)[nH]c(=O)n3C)n2CCCSc2nc3ccccc3s2)C1 (configuration not stated) | -0.5 | -10 | . | 0 | -2 | -1.4 | 0.0 | 6 | -1.1
O=c1cc(O)c2ccccc2n1Cc1ccccc1Cl | -0.6 | 1 | 0.9 | 2 | -1 | 1.1 | -3.3 | -8 | 1.2
COc1cc(CNc2nnnn2C)ccc1OCc1c(F)cccc1Cl | 0.4 | 3 | -3.0 | 5 | -4 | . | -0.8 | -3 | -1.7
O=C1NC2(CCCCCC2)C(=O)N1Cc1ccc(Cl)cc1Cl | 0.0 | 0 | 1.4 | 3 | -3 | -3.2 | -0.2 | 12 | -0.5
CCC(C)NC(=O)C1c2ccccc2Oc2ccccc21 (configuration not stated) | -0.7 | ? | -0.6 | 0 | -20 | . | -3.4 | 1 | -2.3

A section of the results above, as a working copy:
SMILES | BoNT A protease | BoNT F protease | Mtb UGM inh | FBA Mtb inh | Anthrax LF prot | BioA inh | FadD28 binding | GDH-TPI counter | PfHsp40 yeast
CSc1nnc(-c2cc(-c3ccc(C)cc3)nc3ccccc23)o1 | 0.9 | 0 | -1.6 | 1 | -3 | -0.1 | -3.3 | -5 | 1.2
Cc1ccc2nc(SCC(=O)NC3CCCCC3)nc(=O)n2c1 | . | . | -0.1 | 8 | . | 3.2 | -4.2 | 24 | 0.2
COc1ccc(S(=O)(=O)N2CCN(c3ccccc3OC)CC2)cc1C(=O)N1CCCCC1 | 1.1 | -11 | 0.7 | -1 | -9 | -0.3 | -0.6 | -2 | 0.4

(further entries)
SMILES | BoNT A protease | BoNT F protease | Mtb UGM inh | FBA Mtb inh | Anthrax LF prot | BioA inh | FadD28 binding | GDH-TPI counter | PfHsp40 yeast
COc1ccc2oc(C(=O)OC(C)C(=O)Nc3ccc(N4CCOCC4)cc3)c(C)c2c1 (configuration not stated) | -0.7 | -3 | 0.5 | 6 | -6 | -2.4 | -4.4 | 13 | -2.0
COCCNC(=O)c1cc(-c2ccccn2)nc2ccc(S(=O)(=O)N3CCC(C)CC3)cc12 | -0.5 | -7 | 2.2 | 0 | 0 | -1.7 | -0.1 | 10 | 0.6
COc1ccc(/C=N/NC(=O)C(=O)N2CCCC2)cc1 | -0.8 | -4 | -0.8 | -1 | -1 | -0.3 | -0.3 | 5 | 1.7
CC(C)(C)c1ccc(C(=O)c2c[nH]c(C(=O)NCc3ccco3)c2)cc1 | -0.3 | -12 | -0.2 | 0 | -2 | -1.3 | -2.9 | 8 | 0.9
O=C(NCC1CCCO1)c1ccccc1NS(=O)(=O)c1cccs1 (configuration not stated) | 0.0 | 4 | 2.0 | 2 | 0 | -0.7 | -2.4 | -4 | -1.5
Cc1c(N(C)S(=O)(=O)c2cc(C(=O)N3CCCC3)ccc2Cl)c(=O)n(-c2ccccc2)n1C | -2.4 | -1 | 1.3 | 1 | -1 | -0.6 | -2.6 | -7 | -0.5
CC(CC1C(C#N)=C(N)SC(N)=C1C#N)c1ccccc1 (configuration not stated) | 3.2 | -4 | -0.2 | 0 | 5 | 0.7 | -4.4 | 3 | -1.6
CCC(CC)C(=O)Nc1cccc(S(=O)(=O)c2cccc(NC(=O)C(CC)CC)c2)c1 | -0.7 | -1 | 3.7 | -1 | -1 | -0.7 | 2.0 | 16 | 0.9
CCN(CC(=O)Nc1ccc(NC(C)=O)cc1)C(=O)c1cc2c(s1)CCCCC2 | -1.0 | -7 | 3.4 | -3 | -6 | 0.5 | -4.0 | 12 | 0.0
CC(C)CCNC(=O)c1cc2c(=O)n3ccccc3nc2s1 | -3.3 | -32 | -0.4 | 121* | -12 | 1.0 | -3.1 | 26 | 3.4
CCN1CCN(Cc2c(O)ccc3c(=O)c(-c4ccccc4OC)coc23)CC1 | 0.1 | -5 | -0.4 | 119* | -1 | . | 0.2 | 28 | -0.7
COc1ccc(NC(C)=O)cc1NC(=O)CN1CCN(C(=O)c2ccco2)CC1 | -0.4 | 1 | 1.7 | -1 | -4 | 0.6 | 0.2 | 9 | 0.1
O=C(CN1CCN(c2ccc(O)cc2)CC1)N(C1CC1)C1CCS(=O)(=O)C1 (configuration not stated) | . | . | 1.5 | 1 | . | -1.1 | 0.1 | 2 | 0.7
Cc1cc(C=C2C(=O)c3ccccc3C2=O)c(C)n1-c1ccc(C(=O)O)cc1 | -0.6 | -4 | -1.7 | -26 | -1 | . | -1.4 | 3 | -1.1

One compound at a time, as listed above.
COc1ccc(/C=N/NC(=O)C(=O)N2CCCC2)cc1 is listed as BoNT A protease = -0.8; BoNT F protease = -4; Mtb UGM inh = -0.8; FBA Mtb inh = -1; Anthrax LF prot = -1; BioA inh = -0.3; FadD28 binding = -0.3; GDH-TPI counter = 5; PfHsp40 yeast = 1.7
CCN(CC(=O)Nc1ccc(NC(C)=O)cc1)C(=O)c1cc2c(s1)CCCCC2 is listed as BoNT A protease = -1.0; BoNT F protease = -7; Mtb UGM inh = 3.4; FBA Mtb inh = -3; Anthrax LF prot = -6; BioA inh = 0.5; FadD28 binding = -4.0; GDH-TPI counter = 12; PfHsp40 yeast = 0.0
